LDHA block: LDHA (human) enzyme inhibition. actives 0.15% (n = 480,000). purified LDHA, NADH/diaphorase-resazurin fluorescence; stronger effect = lower value. AID 1347041. activity change, % (values are at about 110 or 230 µM). P00338; in the data active = activity change below about -30%; inconclusive = mostly about -25% to -30%;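 also: plate controls were DMSO wells for no effect and wells without enzyme for full effect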
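LDH5 2 nM; NADH 0.06 mM, pyruvate 0.2 mM; 200 mM Tris pH 7.4, EDTA, Tween-20; 5 min RT. Detection: diaphorase 0.133 mg/mL + resazurin 37 µM, fluorescence ex540/em590 at 0 and 20 min; normalized to enzyme-free and DMSO wells.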
D2 ag: activates the human D2 dopamine receptor | HEK293 T-REx D2 cells, calcium flux agonist mode | activation, % at 2 µM | actives 0.53% (n = 340,000) | AID 485358;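 active = activation over 3 SD above normal in the single-dose calcium agonist read, cut at about 30% in these data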; also: 0% is about no effect
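Tetracycline-induced HEK293 Trex cells with D2 receptor force-coupled to calcium signaling, plated overnight at 30 C and loaded with no-wash calcium dye. Calcium flux read kinetically for 180 s after compound addition; responses flag agonists.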
D2 antag: D2 dopamine receptor (human) antagonism. inhibition, % at 10 µM. P14416. HEK293 TREx D2 cells, calcium flux, dopamine EC80. actives 2% (n = 340,000); in the data active = inhibition above about 30%; also: 0% is about no effect
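Calcium mobilization kinetics were recorded at 1 s intervals in tetracycline-induced HEK293 T-REx D2 cells, first for 180 s after compound addition and then 180 s after EC80 dopamine.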
ERG Ets-DNA blk: inhibitors of human ERG Ets domain-DNA interaction; P11308; actives 0.028% (n = 370,000); Potency, µM (highest dose often 76.9 µM), for inactives: at the top dose FP activity, negative = inhibition, usual class: inhibitors; AID 624246; fluorescence polarization, His-ERG Ets domain / labelled DNA; active = well fitted inhibition curve with a large enough effect in the polarisation, with a control signal flat; inconclusive = small, poorly fitted or top-dose-only effect, or effect the other way, or a change in a side signal; inactive = no such curve, though single readings can be large or run the other way; the % refers to the polarisation;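 also: polarization taken with two DNA probes labelled with fluorescein and Texas red; potency is read from the fitted curve at half-maximal effect; % of control where 0% means no effect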
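His-tagged ERG Ets domain (1 uM in the protein solution; 300mM KCl, 50mM Tris-HCl, 1mM EDTA, 1mM DTT, pH 7.5) received compound, then a probe mix of 5 nM fluorescein-DNA and 100nM Texas-615-DNA. Fluorescence polarization was read for both dyes.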
Vif-APOBEC3G blk: blocks the Vif interaction with human APOBEC3G | Q9HC16 | HeLa A3G-eYFP + Vif (tagged APOBEC3G with the HIV-1 protein that degrades it), YFP fluorescence, overnight | Potency, µM (top dose mostly 46.1 µM), without a hit: at the highest dose activity, negative = active, hits mostly inhibitors | actives 0.076% (n = 410,000) | AID 602310;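 also: potency is read from the fitted curve at half-maximal effect; % is scaled to controls: 0 for no effect and ±100 for the full control effect; nearly all actives have a fitted effect of over 60% in size; hits raise eYFP signal because A3G escapes Vif-driven loss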
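Read-out is eYFP fluorescence (Ex 488/Em 500-530) from Vif-expressing HeLa A3G-eYFP cells; more signal means A3G escaped Vif-mediated degradation. Cells plated overnight, compound pinned in, incubated overnight at 37 deg C.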
ALOX12 inh: blocks human arachidonate 12S-lipoxygenase; P18054; purified 12hLO, xylenol orange hydroperoxide absorbance; Potency, µM (series often up to 108 µM), without a hit: top-dose activity change, negative = inhibition, usual class: inhibitors; actives 1.1% (n = 580,000); also: potency is read from the fitted curve at half-maximal effect; % is scaled to controls: 0 for no effect and ±100 for the full control effect
Target sequence (P18054 whole entry, looked up): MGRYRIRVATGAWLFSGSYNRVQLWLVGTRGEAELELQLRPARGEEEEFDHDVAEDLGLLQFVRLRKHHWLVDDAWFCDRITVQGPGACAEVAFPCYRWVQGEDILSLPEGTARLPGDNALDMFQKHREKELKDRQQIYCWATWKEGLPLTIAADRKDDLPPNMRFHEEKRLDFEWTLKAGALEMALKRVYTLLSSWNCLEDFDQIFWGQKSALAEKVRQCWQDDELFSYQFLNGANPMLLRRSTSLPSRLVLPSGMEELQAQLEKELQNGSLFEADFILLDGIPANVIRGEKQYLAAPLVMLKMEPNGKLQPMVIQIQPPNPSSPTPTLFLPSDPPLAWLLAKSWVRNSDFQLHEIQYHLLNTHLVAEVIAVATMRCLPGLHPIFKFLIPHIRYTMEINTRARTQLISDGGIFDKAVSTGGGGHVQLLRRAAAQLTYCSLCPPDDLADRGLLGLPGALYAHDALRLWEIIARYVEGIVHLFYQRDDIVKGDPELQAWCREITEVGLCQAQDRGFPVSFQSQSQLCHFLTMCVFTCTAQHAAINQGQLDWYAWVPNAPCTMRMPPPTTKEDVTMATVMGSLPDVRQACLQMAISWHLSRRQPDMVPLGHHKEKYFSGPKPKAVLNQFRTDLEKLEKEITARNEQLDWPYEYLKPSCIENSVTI
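Purified human 12hLO at 150 nM in 25 mM Hepes, 0.01% Triton X-100, pH 7.0, preincubated 15 min at room temperature with compound. Reaction started with 40 uM arachidonic acid, 30 min at room temperature. Hydroperoxide measured by Fe-xylenol orange, 573/405 nm absorbance ratio.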
Glioma ERSR ind: induces the endoplasmic reticulum stress response in human glioma cells. Potency, µM, inactives show top-dose activation, most hits filed as activators. actives 0.02% (n = 420,000). AID 602332. U87-MG GRP78 promoter luciferase reporter, 16 h; also: potency is read from the fitted curve at half-maximal effect; series mostly up to about 76 µM; % of control where 0% means no effect; nearly all actives have a fitted effect of over 35% in size
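ERSR induction read as luciferase luminescence (Bright-Glo, 10 min at room temperature) in stably transfected human U87-MG glioma cells exposed to compounds for 16 h, using GRP78 as sensor.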
RGS4 inhibitor: human RGS4 inhibition; P49798; Transcreener GDP fluorescence polarization, RGS4-accelerated GTP hydrolysis; Potency, µM (highest dose often 114 µM), without a hit: at the highest dose activity change, negative = inhibition, actives largely listed as inhibitors; actives 0.039% (n = 390,000); also: potency is read from the fitted curve at half-maximal effect; % is scaled to controls: 0 for no effect and ±100 for the full control effect; nearly all actives have a fitted effect of over 75% in size; some results filed as inactive show a strong effect at the top dose
Target sequence (P49798 whole entry, looked up): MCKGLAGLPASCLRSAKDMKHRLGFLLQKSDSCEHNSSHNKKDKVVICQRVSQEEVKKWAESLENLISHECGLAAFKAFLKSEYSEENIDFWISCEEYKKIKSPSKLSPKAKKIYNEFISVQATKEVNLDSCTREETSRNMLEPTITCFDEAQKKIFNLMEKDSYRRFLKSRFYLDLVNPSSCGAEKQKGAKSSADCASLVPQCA
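MLSMR compounds (23 nl, pin-transferred) preincubated 10 min at room temperature with a 500nM (2x) first reagent, then RGS4 at 900nM (2x) plus Transcreener GDP mix added; fluorescence polarization (620/688 nm) read before and after 90 min at 30 °C.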
Vif-APOBEC3F blk: Vif-A3F binding inhibition; HeLa A3F-eYFP + Vif (tagged APOBEC3F with the HIV-1 protein that degrades it), YFP fluorescence increase; actives 0.2% (n = 390,000); Potency, µM (doses to about 46.1 µM), for inactives: at the top dose activity, negative = active; also: potency is read from the fitted curve at half-maximal effect; % of control where 0% means no effect; nearly all actives have a fitted effect of over 65% in size
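HeLa cells stably expressing A3F-eYFP plus Vif, plated and incubated overnight at 37 deg C, then exposed to compounds overnight at 37 deg C. Blocked degradation read as raised yellow fluorescence (Ex 488/Em 500-530).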
An asterisk follows results filed as active; ? = inconclusive; . = no result given; & = joins results of further samples; [ ] = another dose, or the depositor's remark. Unless noted, calls follow the shape of the dose curve; as a rule, active = well fitted curve in the direction sought with a large enough effect; inconclusive = small, poorly fitted or top-dose-only effect, or another doubt; inactive = no such curve, though single readings can be large; an effect the other way counts as inactive or inconclusive. An excerpt; count on the stated rates, not on these rows.

SMILES	LDHA block	D2 ag	D2 antag	ERG Ets-DNA blk	Vif-APOBEC3G blk	ALOX12 inh	Glioma ERSR ind	RGS4 inhibitor	Vif-APOBEC3F blk
COc1ccccc1-n1nnnc1SCC(=O)NCC1(N2CCOCC2)CCCCC1	-6	-0.3	-5	11%	1%	3%	-5%	24%	1%
CCOC(=O)N1CCC(NC(=O)CCN2C(=O)C3C4C=CC(C4)C3C2=O)CC1 (configuration not stated)	-2	0.1	-11	4%	-3%	0%	-4%	7%	-12%
Cc1ccc(NC(=O)CSCc2cc(=O)n3nc(C4CC4)sc3n2)cc1	-4	-0.3	13	3%	-4%	0%	5%	-25%[56.9 µM]	-3%
O=C(CCc1nnc(-c2ccccc2)o1)c1ccc(Cl)cc1	2	-0.3	-14	0%	-8%	23%	-3%	-2%	-21%
CP(=O)(Nc1cc(Cl)ccc1Cl)c1nc2c(s1)CCCC2 (configuration not stated)	-4	0.0	-2	-16%	5%	0%	0%	-2%[56.9 µM]	-13%
CCCCn1c(N)c(N(CCC(C)C)C(=O)C2CC(=O)N(Cc3ccc(C)cc3)C2)c(=O)[nH]c1=O (configuration not stated)	-4	-0.5	9	1%	0%	-17%	-2%	-44%	-18%
O=C(N/C(=C/c1cccs1)C(=O)N1CCCCCC1)c1ccccc1	-5	-0.8	0	0%	-4%	17%	-2%	24%	-8%
OCCOCCn1c(C(CO)Nc2nc(-c3ccc(Cl)cc3)cs2)nc2ccccc21 (configuration not stated)	-6	.	.	1%	-9%	-10%	-2%	-5%	-1%
CC(C)N(C(=O)Cn1c(SCC(=O)N2CCN(c3ccccc3)CC2)nc2ccccc21)C(C)C	1	-1.7	1	.	2%	16%	2%	19%	-7%
CC(=O)OC(C)[C@H]1CC[C@H]2[C@@H]3CC[C@H]4C[C@@H](OC(C)=O)CC[C@]4(C)C3=CC[C@]12C (some centres not stated)	-7	-1.1	4	12%	2%	6%	-4%	-5%	1%
CCC1NC(=O)c2cccnc2-n2c1nc1ccc(C)cc1c2=O (configuration not stated)	-11	.	.	.	-5%	30%	-3%	.	3%
CN1C(=O)NC(NS(=O)(=O)c2ccc(N)cc2)(C(F)(F)F)C1=O (configuration not stated)	-5	9.7	19	1%	-1%	3%	-3%	2%	6%
Cc1ccc(S(=O)(=O)C(C#N)=C2N(C)c3ccccc3N2C)cc1	-2	0.0	-11	-6%	2%	-7%	-7%	-15%	2%
COCCCNC(=O)c1c(NC(=O)c2nc(S(C)(=O)=O)ncc2Cl)sc2c1CCCC2	3	0.9	.	-3%	-5%	-12%	0%	7%	1%
Cc1ccc(C)c(NC(=O)CCc2nnc3ccc(N4CCCCC4)nn23)c1	-2	-1.7	-5	0%	-4%	-26%	-5%	-5%	-14%
O=C1c2cccc(O)c2C(=O)c2c(O)cccc21	.	1.6	-8	.	.	34%[activator]	6%&1%	.	.
COc1cccc(NC(=O)C2CCN(S(=O)(=O)c3ccc4c(c3)N(C(C)=O)CCO4)CC2)c1	-9	-0.5	9	0%	-1%	-4%	-2%	18%	-2%
COc1ccc2ccc(OC)c(/C=N/NC(=O)c3cc4ccccc4o3)c2c1	1	.	.	.	?	4%	-4%	.	-11%
CC(C)NC(=O)CN1CCN(Cc2nc(-c3cccs3)no2)CC1	-2	0.1	-3	-9%	3%	10%	-3%	17%	-5%
COC(=O)c1ccc(CSc2nc3c(c(=O)n2-c2ccc(C)cc2)SCC3)o1	-9	.	.	6%	-3%	-14%	0%	-3%	5%
CCO[C@H]1OC(C(=O)NC2CC2)=C[C@@H](C2CC2)[C@@H]1CCCO	-10	-0.3	-6	11%	-4%	4%	-4%	6%	0%
CCc1ccc(NC(=O)c2cc3c(C)nc4ccccc4c3o2)cc1	-4	-0.8	-3	12%	4%	-1%	-4%	-23%	-7%
O=C(CNC(=O)c1ccc(Br)o1)NC12CC3CC(CC(C3)C1)C2	-9	-0.3	13	-4%	2%	-27%	1%	-9%	2%
COc1ccc(OC)c(C2=NOC(C(=O)Nc3cccc(C(C)=O)c3)C2)c1 (configuration not stated)	-2	0.4	-12	0%	-4%	-17%	-4%	-21%	3%
Cc1ccc(COC(=O)c2ccc3c(c2)C(=O)N(CCCN2CCOCC2)C3=O)cc1	-3	-0.2	17	-1%	0%	-2%	2%	16%	11%
Cn1c(N)c(C(=O)COC(=O)/C=C/c2ccccc2Cl)c(=O)n(C)c1=O	-4	0.3	0	-1%	2%	43%[activator]	1%	37%	-25%
CCOC(=O)NC(=O)/C(C#N)=N\Nc1cccc(Cl)c1	-17	6.8	38*	-15%	0%	0.4µM*	3%	29%	9%
C[C@H]1CN([C@@H](C)CO)C(=O)CCCn2nncc2CO[C@H]1CN(C)C(=O)C1CC1	3	.	.	.	0%	-15%	-4%	.	-1%
COc1ccc(S(=O)(=O)NCC(c2ccco2)N2CCc3ccccc32)cc1 (configuration not stated)	-1	0.0	-2	20%	0%	-17%	-4%	-22%	6%
COc1ccc(CNC(=O)c2ccc(NS(=O)(=O)c3c(C)noc3C)cc2)cc1	-2	0.8	1	-11%	2%	?	-9%	-27%	-3%
CCOc1ccc(C2c3[nH]c4ccccc4c3CCN2C(=O)CSc2ccccc2)cc1 (configuration not stated)	1	-0.3	.	5%	-9%	-20%	-2%	-39%	-1%
N/C(CN1CCSCC1)=N\OCc1c(F)cccc1Cl	-2	-0.1	3	-2%	3%	0%	1%	0%	?
CCCCN(C(=O)c1ccc(N2CCCC2=O)cc1)c1c(N)n(Cc2ccccc2)c(=O)[nH]c1=O	-4	-0.5	1	-15%	1%	-9%	10%	9%	10%
Cc1cccc(NC(=O)/C(C#N)=C/c2cn(CC(=O)NCc3ccco3)c3ccccc23)c1C	-11	1.7	-3	13%	?	?	-10%	-30%	-32%
Cn1cc(Cl)c(C(=O)Nc2nc3ccc(Cl)cc3s2)n1	-13	.	.	.	1%	2%	4%	13%	-2%
O=S(=O)(NC1CC1)c1ccc(S(=O)(=O)N(Cc2ccccn2)C2CC2)cc1	-4	-0.2	0	10%	2%	12%	1%	27%	-7%
Cc1cc(C)cc(N(CC(=O)N2CCOCC2)S(=O)(=O)c2ccccc2)c1	5	0.4	14	-1%	0%	55%[activator]	-3%	11%	-9%
CSc1nc(Cl)cc(Nc2ccccc2N)n1	-11	0.4	-12	12%	-7%	6%	0%	7%	7%
CC(Sc1nc2cc(Cl)ccc2s1)C(=O)Nc1cccc(S(=O)(=O)N2CCOCC2)c1 (configuration not stated)	-5	.	.	11%	4%	8%	-3%	2%	8%
CCOC(=O)c1c(-c2cccc(C)c2)csc1NC(=O)c1c(-c2ccccc2)noc1C	-3	0.3	1	-2%	0%	0%	-1%	36%	0%
CC(=O)NC(Cc1c[nH]c2ccccc12)C(=O)O (configuration not stated)	0	-0.7	2	-1%	1%	-7%	-3%	-7%	1%
CC1(C)CC(=O)/C(=C(/O)Cc2ccccc2)C(=NCCc2ccccc2)C1	-3	2.8	-3	-7%	-1%	-11%	-5%	?	1%
CC(C)c1cccc(C(C)C)c1NC(=O)CNCC(O)c1ccccc1 (configuration not stated)	-9	8.2	-6	0%	2%	3%	1%	11%	8%
CCOC(=O)CNC(=O)CSc1nnc(Cn2cnc3ccccc32)n1C	-11	0.7	-9	9%	3%	0%	-1%	-24%	-14%
CCn1c(O)c(N=NC(=O)Cn2ccc(C(F)(F)F)n2)c2ccccc21	-4	0.2	-1	7%	-3%	-3%	-1%	20%	-13%
NC(=O)c1ccc(NC(=O)COC(=O)CCC2CCCC2)cc1	-4	.	.	.	0%	-11%	-1%	.	6%
CC(=O)C1=C(C)NC(=S)NC1c1cc([N+](=O)[O-])ccc1O (configuration not stated)	-14	0.7	-1	-1%	3%	?	-4%	-2%	2%
CC1CC(C)CN(CC(=O)Nc2ccc(S(N)(=O)=O)cc2)C1 (configuration not stated)	-8	0.4	-2	-4%	1%	?	-2%	32%	-1%
CCCN(CC1CC1)C(=O)COC(=O)c1[nH]c(C)c(C(=O)OCC)c1C	-3	0.8	-16	-6%	0%	10%	-3%	14%	-10%
CC(=O)Nc1ccc(S(=O)(=O)N2CCN(Cc3nc4sc(C)c(C)c4c(=O)[nH]3)CC2)cc1	-1	-1.3	1	-3%	-6%	-4%	0%	-1%[11.4 µM]	2%
COc1cccc(C=Nc2cc(C(C)C)c(O)cc2C)c1O	43	.	.	-6%	-1%	?	-4%	?	6%

ALOX12 inh, hit marks shown above
canonical_smiles | D2 antag | ERG Ets-DNA blk | Vif-APOBEC3G blk | ALOX12 inh | Glioma ERSR ind | RGS4 inhibitor | Vif-APOBEC3F blk
CCOC(=O)NC(=O)/C(C#N)=N\Nc1cccc(Cl)c1 | 38* | -15% | 0% | 0.4µM* | 3% | 29% | 9%

Screening results deposited in PubChem BioAssay by National Center for Advancing Translational Sciences (NCATS).
